mIAP activ: activators of mouse IAP, primary screen, biochemical, luminescence, uHTS | muIAP, CDP-Star luminescence, 30 min; stronger effect = higher value; 1 = vehicle-only enzyme signal, 0 = enzyme-free wells | AID 2805, 2010 | intestinal alkaline phosphatase [Mus musculus] | activation factor at 10 µM | actives 0.24% (n = 330,000);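 active = activation factor of at least 2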; also: the source names both 10 and 20 µM as test concentration; values of inactives mirror those of a sister screen read the other way
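System: Mouse IAP enzyme | Also added: CDP-Star substrate | Dosing: Compounds dispensed in DMSO | Schedule: 30 min enzyme-substrate-compound incubation at room temperature | Technique: Chemiluminescence readout | Control set: DMSO-only wells and no-enzyme negative control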
hIAP inh: human IAP inhibitors, primary screen, biochemical, luminescence, uHTS; Intestinal-type alkaline phosphatase (Homo sapiens), P09923; purified IAP, CDP-Star luminescence, 30 min; inhibition, % at 10 µM; actives 0.12% (n = 330,000);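 active = inhibition reaching a set limit with compound at 10 µM in the primary screen, cut at about 35% in these data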;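 also: plate controls were DMSO wells with enzyme for no effect and no-enzyme buffer wells for full effect; values of inactives mirror those of a sister screen read the other way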
Target sequence (P09923 whole entry, looked up): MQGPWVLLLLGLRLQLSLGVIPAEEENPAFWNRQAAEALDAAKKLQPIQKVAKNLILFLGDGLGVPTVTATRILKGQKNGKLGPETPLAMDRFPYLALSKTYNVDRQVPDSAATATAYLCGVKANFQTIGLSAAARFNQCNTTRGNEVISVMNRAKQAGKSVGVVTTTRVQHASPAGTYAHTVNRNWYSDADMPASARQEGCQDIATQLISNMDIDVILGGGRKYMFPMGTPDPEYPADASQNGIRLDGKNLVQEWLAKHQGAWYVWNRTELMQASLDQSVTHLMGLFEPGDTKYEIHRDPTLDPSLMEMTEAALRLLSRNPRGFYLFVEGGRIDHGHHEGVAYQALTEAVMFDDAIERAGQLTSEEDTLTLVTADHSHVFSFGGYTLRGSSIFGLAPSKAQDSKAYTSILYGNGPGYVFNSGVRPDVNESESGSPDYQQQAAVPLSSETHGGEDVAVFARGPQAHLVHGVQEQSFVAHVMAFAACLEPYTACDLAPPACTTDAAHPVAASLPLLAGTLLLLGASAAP
NR3A LBD binder: binders of NR3A ligand-binding domain, primary screen, biophysical, differential scanning fluorimetry, uHTS; NR3A LBD differential scanning fluorimetry, Tm shift; 0% = protein alone, 100% = glycine-bound protein; Tm shift relative to glycine control, % at 25 µM; actives 2.5% (n = 340,000);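 active = melting temperature shift of at least 10% of the positive control shift, at one fixed dose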
hIAP activ: human IAP activators, primary screen, biochemical, luminescence, uHTS. Intestinal-type alkaline phosphatase (Homo sapiens), P09923. purified human IAP, CDP-Star luminescence, 30 min; stronger effect = higher value; 1 = vehicle-only enzyme, 0 = enzyme-free background. activation factor at 10 µM. actives 0.16% (n = 330,000);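 active = activation factor of the enzyme at least 2-fold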; also: the source names both 10 and 20 µM as test concentration; values of inactives mirror those of a sister screen read the other way
APOBEC3G inh: APOBEC3G DNA deaminase inhibitors, primary screen, biochemical, fluorescence, single-stranded DNA substrate, uHTS | actives 0.28% (n = 330,000) | DNA dC->dU-editing enzyme APOBEC-3G (Homo sapiens), Q9HC16 | inhibition, % at 20 µM | recombinant A3G, ssDNA deamination FAM/TAMRA fluorescence | AID 493012, 2011;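 active = inhibition of at least 40% at 20 µM, with no more than 30% in the related APOBEC3A deaminase screen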;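 also: plate controls were DMSO wells with A3G for no effect and wells lacking A3G enzyme for full effect; some compounds called inactive have numbers as strong as hits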
Target sequence (Q9HC16 whole entry, looked up): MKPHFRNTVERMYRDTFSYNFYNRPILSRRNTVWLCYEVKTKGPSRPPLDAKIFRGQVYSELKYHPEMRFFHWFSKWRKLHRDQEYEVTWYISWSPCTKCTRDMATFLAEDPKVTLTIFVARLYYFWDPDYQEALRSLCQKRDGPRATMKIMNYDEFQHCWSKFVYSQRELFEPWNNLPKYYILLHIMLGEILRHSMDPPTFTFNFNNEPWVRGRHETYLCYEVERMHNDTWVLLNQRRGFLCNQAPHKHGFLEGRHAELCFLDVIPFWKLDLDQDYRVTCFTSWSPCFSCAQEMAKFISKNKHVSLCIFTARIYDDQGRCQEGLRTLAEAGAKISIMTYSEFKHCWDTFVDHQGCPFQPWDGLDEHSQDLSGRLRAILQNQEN
beta cell repl: inducers of MIN6 beta-cell proliferation, primary screen, ATP luminescence, uHTS; MIN6 cells proliferation, ATPlite luminescence, 48 h; cells starved in 0.2% serum; 100% = growth in 10% serum; proliferation, % at 10 µM; actives 0.29% (n = 330,000); AID 2380, 2010;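 active = compounds whose signal lies at least 3.5 SD above the mean of all wells on their plate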;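 also: 0% = DMSO-treated cells in low-serum medium and 100% = 10% serum control; some compounds called inactive have numbers as strong as hits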
MPTP inh: mitochondrial permeability transition pore inhibitors, primary screen, biochemical, isolated mouse mitochondria, absorbance; inhibition, % at 10 µM; actives 1.4% (n = 360,000); Ca2+ swelling absorbance, 30 min; AID 602449, 2012;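 active = inhibition of 50% or more, scaled per plate between neutral and stimulator controls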;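 also: 0% = DMSO wells given calcium and 100% = 1 mM EGTA wells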
A3A deaminase: APOBEC3A ssDNA deaminase inhibitors, primary screen, selectivity assay for APOBEC3G inhibitor project, biochemical, FAM/TAMRA oligo cleavage fluorescence | recombinant A3A, FAM/TAMRA ssDNA deamination fluorescence | inhibition, % at 20 µM | actives 0.41% (n = 330,000) | AID 493011, 2011 | DNA dC->dU-editing enzyme APOBEC-3A (Homo sapiens), P31941;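 active = at least 40% inhibition at 20 µM here, with at most 30% in a related deaminase screen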;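 also: plate controls were A3A with DMSO for no effect and wells lacking A3A enzyme for full effect; some results filed as inactive read as strong as hits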
Target sequence (P31941 whole entry, looked up): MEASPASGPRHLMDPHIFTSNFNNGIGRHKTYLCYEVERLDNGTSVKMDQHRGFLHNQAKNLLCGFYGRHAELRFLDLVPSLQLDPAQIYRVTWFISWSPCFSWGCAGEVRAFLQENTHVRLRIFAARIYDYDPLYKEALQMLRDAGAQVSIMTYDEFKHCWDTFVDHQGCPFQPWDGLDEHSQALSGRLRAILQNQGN
mIAP inh: inhibitors of mouse IAP, primary screen, biochemical, luminescence, uHTS | intestinal alkaline phosphatase [Mus musculus] | purified mouse IAP, CDP-Star luminescence, 30 min | inhibition, % at 10 µM | actives 0.2% (n = 330,000);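 active = inhibition of at least 40% at 10 µM in the primary screen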;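 also: plate controls were DMSO with enzyme for no effect and no enzyme wells for full effect; values of inactives mirror those of a sister screen read the other way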
Active calls of the source: *. Random draw from the library. About 5% of those tested had a hit in this group.

SMILES | mIAP activ | hIAP inh | NR3A LBD binder | hIAP activ | APOBEC3G inh | beta cell repl | MPTP inh | A3A deaminase | mIAP inh
COc1cc(C(=O)OCC(=O)NC2CCCC2)cc(OC)c1OC | 0.99 | 6 | -1 | 0.94 | -5 | -2 | -1.3 | -1 | 1
O=C(COC(=O)c1ccccc1O)NCc1ccc2c(c1)OCO2 | 1.1 | -3 | 0 | 1 | -5 | -1 | 3.6 | -1 | -10
Cc1cc(C)c(C)c(OCC(=O)O/N=C(\N)c2ccccn2)c1 | 0.92 | 2 | 0 | 0.98 | -4 | -4 | 1.6 | 2 | 8
CCOc1ccc(NS(=O)(=O)c2ccc(C(=O)NCC(c3ccco3)N3CCCC3)cc2)cc1 (stereo not given) | 0.95 | 2 | 0 | 0.98 | -3 | -5 | 0.5 | -2 | 5
CCOC(=O)c1c[nH]c2c(C)cc(C)cc2c1=O | 0.98 | 2 | -3 | 0.98 | -4 | 1 | 4.0 | 1 | 2
CC(C)n1c(CN2CCN(C(=O)c3ccco3)CC2)nc2c1c(=O)n(C)c(=O)n2C | 1.1 | -13 | 2 | 1.1 | -5 | 0 | 0.4 | -5 | -6
CCCCn1c(N)c(N(Cc2ccccc2OC)C(=O)CSCC(=O)Nc2cccc(C)c2)c(=O)[nH]c1=O | 1 | -17 | 1 | 1.2 | -6 | -1 | 0.0 | 5 | 0
CC(C)CCN1CC(C(=O)NCc2ccccc2)CC1=O (stereo not given) | 0.9 | 16 | -4 | 0.84 | -8 | 1 | -0.1 | -3 | 10
COc1ccc(OC(C)C(=O)NCCC2=CCCCC2)cc1 (stereo not given) | 0.98 | -7 | -2 | 1.1 | -3 | -1 | -1.6 | -2 | 2
CCN1CCN(c2ccc(S(=O)(=O)N3CCOCC3)cc2NC(=O)/C=C/c2ccc(OC)cc2OC)CC1 | 0.99 | -8 | 1 | 1.1 | -5 | -2 | -2.0 | 24 | 1
CCN(CC)CCN(Cc1cc2cc3c(cc2[nH]c1=O)OCO3)C(=S)NCC(C)C | 0.94 | -4 | -1 | 1 | -1 | -1 | 1.9 | 2 | 6
Cc1cccc(NC(=O)CN2C(=O)N/C(=C/c3cc(C)n(C(C)C)c3C)C2=O)c1 | 1 | 2 | -4 | 0.98 | -4 | -2 | 0.1 | -2 | -3
O=C(NC1CCCCC1)C1CCCN(S(=O)(=O)c2cnc[nH]2)C1 (stereo not given) | 1.1 | 4 | -1 | 0.96 | -7 | -4 | -3.0 | -2 | -10
Nc1c(C(=O)Nc2cccc(C(=O)O)c2)sc2nc3c(cc12)CCCC3 | 0.95 | 8 | 3 | 0.92 | -5 | -4 | -2.1 | -1 | 5
O=C(CCSc1ccc(Cl)cc1)NC12CC3CC(CC(C3)C1)C2 | 1.1 | 0 | -6 | 1 | -8 | -5 | 46 | -4 | -8
CCOC(=O)c1[nH]c2ccccc2c1NC(=O)NC1CCCCC1 | 1 | -11 | -1 | 1.1 | -5 | 1 | -4.9 | -3 | -1
Nc1c(Cl)cc(C2=NCCn3nc4cc(C(F)(F)F)ccc4c32)cc1Cl | 0.91 | 3 | -11 | 0.97 | -9 | -8 | -0.2 | -6 | 9
COc1cc(/C=C/C(=O)O)cc(S(=O)(=O)NC2CC2)c1OC | 1.1 | 12 | -1 | 0.88 | -7 | 0 | -1.8 | -1 | -6
COc1ccccc1-c1c(C)oc2c(CN3CCOCC3)c(O)ccc2c1=O | 1 | 4 | 0 | 0.96 | -10 | -3 | -0.7 | -4 | 0
CC1CCN(Cc2ccc(NC(=O)C3CCN(c4nnc(-n5cccc5)s4)CC3)cc2)CC1 | 1 | -17 | 0 | 1.2 | 5 | -3 | 2.5 | 6 | 0
COc1cc(/C=N/NC(=O)c2cccnc2)ccc1OS(=O)(=O)c1ccc(F)cc1 | 1 | -3 | -1 | 1 | -3 | -1 | -1.3 | -5 | 0
COc1ccccc1N1CCN(C(=O)c2coc(=O)c(Br)c2)CC1 | 1 | 16 | 1 | 0.84 | -1 | -2 | 17 | 1 | 0
O=C(O)c1cc(-c2ccc(/C=N/N3C(=O)C4C5C=CC(CC5)C4C3=O)o2)ccc1Cl (stereo not given) | 1 | 9 | -2 | 0.91 | -8 | -3 | 1.6 | 4 | -1
CC(C)CC(C(=O)O)N1C(=O)C2C3CC(C2C1=O)C1C(c2ccccc2)c2sc(=O)[nH]c2SC31 (stereo not given) | 0.81 | -21 | 0 | 1.2 | -3 | 0 | -2.1 | 4 | 19
Cc1cc(NC(=O)C(C)SCC(=O)NCc2ccc(F)cc2)no1 (stereo not given) | 1.1 | -13 | -2 | 1.1 | -7 | 0 | -0.1 | -1 | -9

Five structures already listed, arranged by molar mass, descending.
SMILES | mIAP activ | hIAP inh | NR3A LBD binder | hIAP activ | APOBEC3G inh | beta cell repl | MPTP inh | A3A deaminase | mIAP inh
CCCCn1c(N)c(N(Cc2ccccc2OC)C(=O)CSCC(=O)Nc2cccc(C)c2)c(=O)[nH]c1=O | 1 | -17 | 1 | 1.2 | -6 | -1 | 0.0 | 5 | 0
O=C(O)c1cc(-c2ccc(/C=N/N3C(=O)C4C5C=CC(CC5)C4C3=O)o2)ccc1Cl (stereo not given) | 1 | 9 | -2 | 0.91 | -8 | -3 | 1.6 | 4 | -1
O=C(NC1CCCCC1)C1CCCN(S(=O)(=O)c2cnc[nH]2)C1 (stereo not given) | 1.1 | 4 | -1 | 0.96 | -7 | -4 | -3.0 | -2 | -10
COc1cc(C(=O)OCC(=O)NC2CCCC2)cc(OC)c1OC | 0.99 | 6 | -1 | 0.94 | -5 | -2 | -1.3 | -1 | 1
COc1cc(/C=C/C(=O)O)cc(S(=O)(=O)NC2CC2)c1OC | 1.1 | 12 | -1 | 0.88 | -7 | 0 | -1.8 | -1 | -6

New compounds follow.
SMILES | mIAP activ | hIAP inh | NR3A LBD binder | hIAP activ | APOBEC3G inh | beta cell repl | MPTP inh | A3A deaminase | mIAP inh
O=S(=O)(NCCc1ccncc1)c1ccc(F)cc1 | 0.94 | 11 | 1 | 0.89 | -5 | 2 | -1.0 | 0 | 6
COc1ccc(Oc2ccc(C(F)(F)F)cc2NC(=O)c2ccc(F)cc2)cc1 | 1.1 | -30 | 2 | 1.3 | -4 | -3 | 9.3 | -1 | -8
Cc1ccc(S(=O)(=O)N2CCN(C(=O)COC(=O)c3ccc(C(C)(C)C)cc3)CC2)c(C)c1 | 1.1 | -23 | 0 | 1.2 | -8 | -5 | 10 | -1 | -12
COc1ccc(NC(=O)COC(=O)/C=C/c2ccc(OC)c(S(=O)(=O)N3CCOCC3)c2)cc1 | 0.94 | 8 | -1 | 0.92 | -2 | 2 | -2.6 | -2 | 6
C=CCN(C(=O)c1csnn1)C(C(=O)NCc1ccc(F)cc1)c1ccc(F)cc1 (stereo not given) | 1 | -2 | 0 | 1 | 0 | -2 | -1.6 | 3 | -1
O=C(CCNC(=O)c1ccco1)Nc1ccc(F)c(Cl)c1 | 1 | -16 | 0 | 1.2 | 2 | 3 | -0.9 | 1 | -1
Cc1nnsc1C(=O)Nc1ccc(S(=O)(=O)N2CCC(C)CC2)cc1 | 1.1 | -12 | 0 | 1.1 | -5 | -1 | 1.6 | -2 | -6
COC(=O)N1C(=O)[C@@](c2ccccc2)(C(C)C)N1C(=O)OC | 0.99 | -18 | -3 | 1.2 | -11 | 4 | 1.0 | -1 | 1
CCc1ccc(Oc2ncnc(N)c2[N+](=O)[O-])cc1 | 0.92 | 0 | 0 | 1 | 1 | -1 | 0.9 | 9 | 8
CC1CCCN(C(=O)CN(c2ccccc2)S(=O)(=O)c2ccc(F)cc2)C1 (stereo not given) | 1.1 | -6 | 0 | 1.1 | 0 | 0 | -0.6 | 0 | -9
Clc1ccc2c(NCc3ccccn3)ccnc2c1 | 1.1 | -4 | -1 | 1 | 1 | 2 | -0.4 | 2 | -11
c1ccc(CCCc2nc(-c3ccccn3)no2)cc1 | 1.1 | 8 | 2 | 0.92 | -8 | -3 | -1.1 | -3 | -6
CC1Cc2cc(S(=O)(=O)N3CCN(c4ccccc4)CC3)ccc2N1C(=O)C1CC1 (stereo not given) | 1 | -5 | -1 | 1.1 | -4 | 0 | 2.6 | -4 | -3
CCOc1ccc(NC(C(=O)Nc2cccc(C(C)=O)c2)c2ccccc2)cc1 (stereo not given) | 0.92 | 6 | -8 | 0.94 | -3 | 0 | 4.6 | 43* | 8
CCCc1cc(=O)oc2cc(C)cc(OCC(=O)NCCCN3CCCC3=O)c12 | 0.98 | 13 | 0 | 0.87 | -6 | 4 | -2.0 | -7 | 2
Cc1cc(C)n(-c2nc3ccccc3c(=O)n2OCc2ccc(Cl)cc2)n1 | 0.93 | 0 | -4 | 1 | -4 | 1 | -1.9 | 1 | 7
CCn1nnnc1SCC(=O)Nc1cc(C)on1 | 0.97 | -6 | 0 | 1.1 | -3 | 0 | -2.4 | -1 | 3
CCn1ncc([C@@H]2C[C@H]3CN(Cc4ccccc4C)C(=O)[C@]34CCCN24)c1C | 0.94 | -10 | -1 | 1.1 | -6 | -2 | 1.5 | 14 | 6
O=C(COC(=O)c1cc(-c2cccs2)nn1-c1ccccc1)Nc1cc([N+](=O)[O-])ccc1Cl | 1 | 3 | -1 | 0.97 | -4 | -1 | 2.7 | -3 | -3
Cc1cc(C)c2c(-n3cccc3)c(C(=O)NNS(=O)(=O)c3ccc(Cl)cc3)sc2n1 | 0.9 | 3 | -11 | 0.97 | -5 | -3 | 5.7 | 0 | 10
Cc1cccc(C(=O)NN(C)c2nc(-c3ccccc3)nnc2C(F)(F)F)c1 | 1 | -5 | -8 | 1.1 | 3 | -2 | 5.6 | 3 | -4
COc1cc2nc(NC(=O)c3ccccc3)[nH]c(=O)c2cc1OC | 0.97 | 7 | -2 | 0.93 | 0 | 0 | -0.3 | 1 | 3
COc1cc(C2C3=C(CC(c4ccco4)CC3=O)Nc3ccccc3N2C(C)=O)cc(OC)c1OC (stereo not given) | 1 | -1 | -1 | 1 | 1 | -2 | -2.0 | 3 | -3
CN1C(=O)C2(c3ccccc31)N(C)CC(c1ccccc1)C21SC(=S)N(Cc2ccco2)C1=O (stereo not given) | 0.94 | 5 | 2 | 0.95 | -5 | -5 | -1.0 | -1 | 6
COc1ccc(NC(=O)CSc2nc3c(c(=O)n(C)c(=O)n3C)n2C)c(OC)c1 | 1.1 | -22 | 1 | 1.2 | -3 | -2 | -1.4 | 7 | -6
O=C1[C@@H]2CSCN2C(=O)CN1Cc1ccc(F)cc1 | 0.94 | 2 | 3 | 0.98 | 1 | -2 | -0.2 | 1 | 6
N#CCc1nc2c3c4c(sc3ncn2n1)CCCC4 | 1 | -16 | -2 | 1.2 | -5 | -1 | -1.0 | -3 | 0
COc1cc(/C=N\Nc2nc3ccccc3[nH]2)cc(OC)c1OC | 0.88 | 23 | -5 | 0.77 | -8 | -2 | 0.7 | -5 | 12
CCOC(=O)C1C2C=CC(CC2)N1c1ccccc1 (stereo not given) | 1 | 20 | -3 | 0.8 | 0 | 4 | 0.2 | 1 | -3
